High-throughput results: PubChem BioAssay, The Scripps Research Institute Molecular Screening Center
GPR151 activ: activators of human GPR151, primary screen, cell-based, PathHunter beta-arrestin, luminescence; G-protein coupled receptor 151 (Homo sapiens), Q8TDV0; PathHunter beta-arrestin GPR151 cells; activation, % at 11.2 µM; 650,000 tested, 1% active; in the data active = activation above about 4.9%;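 note: 0% = median of compound wells and 100% = cells with positive control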
Target sequence (Q8TDV0 whole entry, looked up): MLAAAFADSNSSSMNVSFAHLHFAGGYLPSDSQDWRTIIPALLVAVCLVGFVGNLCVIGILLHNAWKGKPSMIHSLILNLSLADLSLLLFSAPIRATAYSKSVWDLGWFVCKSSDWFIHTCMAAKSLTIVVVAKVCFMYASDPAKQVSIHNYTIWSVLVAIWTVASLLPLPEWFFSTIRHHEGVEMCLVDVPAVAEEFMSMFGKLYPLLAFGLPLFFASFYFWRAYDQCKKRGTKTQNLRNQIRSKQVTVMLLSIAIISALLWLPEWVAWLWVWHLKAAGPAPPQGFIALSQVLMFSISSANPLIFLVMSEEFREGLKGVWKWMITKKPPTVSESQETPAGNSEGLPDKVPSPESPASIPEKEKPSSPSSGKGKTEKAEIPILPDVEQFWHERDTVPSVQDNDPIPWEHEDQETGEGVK
FBW7 act: FBW7 E3 ligase activators, primary screen, biochemical, AlphaScreen, human | F-box/WD repeat-containing protein 7 (Homo sapiens), Q969H0 | AlphaScreen FBW7–phospho-cyclin E peptide binding, activator screen | normalized activity (activation), % at 26.1 µM | 650,000 tested, 0.13% active; in the data active = normalized activity above about 1.9%;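 note: purified mutant Fbw7 with reduced substrate affinity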
TEAD-YAP inh: TEAD-YAP interaction inhibition, primary screen, TEAD-YAP interaction inhibitor project, luminescence, HEK-TIYL cells | TEAD-Gal4/YAP UAS-luciferase luminescence | inhibition, % at 9.12 µM | 640,000 tested, 1.4% active | AID 1259422, 2018; in the data active = inhibition above about 32%;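 note: 0% = median of test compound wells and 100% = reference inhibitor wells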
MITF primary: MITF inhibitors, primary screen, biochemical, AlphaScreen, human | Microphthalmia-associated transcription factor (Homo sapiens), O75030 | AlphaScreen MITF homodimerization, bead proximity signal | inhibition, % at 2.6 µM | 650,000 tested, 0.91% active | AID 1259374, 2018; in the data active = inhibition above about 50%;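 note: 0% = vehicle wells with protein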
Target sequence (O75030 whole entry, looked up): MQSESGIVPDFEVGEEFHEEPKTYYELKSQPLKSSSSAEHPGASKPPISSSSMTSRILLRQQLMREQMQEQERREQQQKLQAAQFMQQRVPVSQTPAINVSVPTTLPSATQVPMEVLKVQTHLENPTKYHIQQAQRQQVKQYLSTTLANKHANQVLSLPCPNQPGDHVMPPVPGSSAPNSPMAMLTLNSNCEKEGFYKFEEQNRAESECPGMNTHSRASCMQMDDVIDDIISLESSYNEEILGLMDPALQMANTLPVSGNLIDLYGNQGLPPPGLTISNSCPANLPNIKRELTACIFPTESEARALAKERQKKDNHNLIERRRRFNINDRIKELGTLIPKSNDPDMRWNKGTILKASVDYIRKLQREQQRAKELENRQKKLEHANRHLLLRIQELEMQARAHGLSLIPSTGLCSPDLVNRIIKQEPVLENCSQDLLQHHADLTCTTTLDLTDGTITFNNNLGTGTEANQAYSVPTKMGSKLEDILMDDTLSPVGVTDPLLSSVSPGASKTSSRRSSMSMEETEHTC
The depositor's hits bear a star.

SMILES	GPR151 activ	FBW7 act	TEAD-YAP inh	MITF primary
CCc1cc2c(cc3c(=O)n(CC(=O)NCc4cccc(OC)c4OC)ncn32)s1	0.9	0.0	-2	-5
COc1ccc(N2C(S)=C(C#N)C(=O)NC2c2ccc(OC)c(OC)c2)cc1 (stereo unspecified)	0.0	0.1	2	7
CCN(CC)c1nc(NCCN2CCOCC2)nc(Nc2ccc3ncccc3c2)n1	-2.4	-0.2	9	-2
COc1ccc(-c2nc(C#N)c(NC(C)c3ccccc3)o2)cc1 (stereo unspecified)	0.9	0.1	-10	-3
O=C(c1cnn(-c2ccccc2)n1)N1CCN(c2cc(N3CCCCC3)ncn2)CC1	-0.6	-0.1	-12	6
COc1ccc(C2SCCN2S(=O)(=O)c2ccc(NC(C)=O)cc2)cc1 (stereo unspecified)	2.8	0.6	14	13
COc1ccc(C(=O)OCC(=O)NC(=O)NC2CCCC2)cc1OC	-0.8	0.0	11	-2
CS(=O)(=O)N(CC(=O)N/N=C/c1ccncc1)c1ccccc1Br	-1.2	0.2	0	2
C=CCOC(=O)C1=C(C)NC(C)=C(C(=O)OCC=C)C1c1cccc(Cl)c1	1.1	0.3	4	-6
CCOC(=O)CC1CCCCN1C(=O)CCc1nnc(CCc2ccccc2)o1 (stereo unspecified)	1.7	0.0	1	4
N#CC1=C(N)C(C#N)(C#N)C(c2ccoc2)C2CN(C(=O)OCc3ccccc3)CC=C12 (stereo unspecified)	-0.2	-0.1	-2	-4
CC(=O)c1ccc(N/C(=N\S(=O)(=O)c2ccc(Cl)cc2)c2ccccc2)cc1	1.2	-0.1	-13	1
COc1cc(C2C3=C(CC(c4ccco4)CC3=O)Nc3ccccc3N2C(=O)c2ccccc2)cc(OC)c1OC (stereo unspecified)	1.8	-0.1	4	16
Cc1nn(-c2ccccc2)c(C)c1/C=N/n1c(=S)[nH]nc(C)c1=O	-0.6	-0.6	-9	2
O=C1CC(NNc2ccc([N+](=O)[O-])cc2)C(=O)N1c1ccc(Cl)c(C(F)(F)F)c1 (stereo unspecified)	1.0	1.0	-12	11
C=CCOC(=O)C1=C(C)NC(=O)NC1c1ccc(OC)cc1OC (stereo unspecified)	-0.8	0.0	5	-1
CCn1cc(C2=NOC(C(=O)Nc3cccc(C(C)=O)c3)C2)c(C)n1 (stereo unspecified)	0.0	0.1	4	-23
O=C(Nc1c(C(=O)O)oc2ccccc12)c1ccc(C(F)(F)F)cc1	-1.8	0.3	0	8
CCN(c1ccc(C)cc1)S(=O)(=O)c1nnc(NC(=O)c2ccccc2C)s1	0.8	0.3	-11	-13
CS(=O)(=O)c1cnc2ncnn2c1C1CCN(C(=O)c2ccncc2)CC1	0.2	0.3	0	11
CCSc1nc2sc3c(c2c(=O)n1-c1ccc(C)cc1)CCCC3	0.9	-0.1	5	14
CN(C)c1ccc(-c2nnn(CC(=O)NCc3cccs3)n2)cc1	0.1	-0.1	-14	4
C=CCn1cnnc1C(CCC(C)C)CC(C)(C)O (stereo unspecified)	0.3	0.2	4	5
COc1ccc(Cl)cc1NC(=S)N(CCCN1CCN(C)CC1)Cc1cccs1	3.1	0.0	10	-3
CC(C)n1cnc2c(Nc3ccc(N4CCOCC4)cc3)nc(NC3CCN(Cc4ccccc4)CC3)nc21	1.2	0.2	-5	20

One compound at a time (already shown). Order of screens: GPR151 activ | FBW7 act | TEAD-YAP inh | MITF primary
N#CC1=C(N)C(C#N)(C#N)C(c2ccoc2)C2CN(C(=O)OCc3ccccc3)CC=C12 (stereo unspecified) is listed with -0.2 | -0.1 | -2 | -4
CCc1cc2c(cc3c(=O)n(CC(=O)NCc4cccc(OC)c4OC)ncn32)s1 is listed with 0.9 | 0.0 | -2 | -5

A section from the list above, for reference:
SMILES	GPR151 activ	FBW7 act	TEAD-YAP inh	MITF primary
CCc1cc2c(cc3c(=O)n(CC(=O)NCc4cccc(OC)c4OC)ncn32)s1	0.9	0.0	-2	-5
COc1ccc(N2C(S)=C(C#N)C(=O)NC2c2ccc(OC)c(OC)c2)cc1 (stereo unspecified)	0.0	0.1	2	7
CCN(CC)c1nc(NCCN2CCOCC2)nc(Nc2ccc3ncccc3c2)n1	-2.4	-0.2	9	-2
COc1ccc(-c2nc(C#N)c(NC(C)c3ccccc3)o2)cc1 (stereo unspecified)	0.9	0.1	-10	-3
O=C(c1cnn(-c2ccccc2)n1)N1CCN(c2cc(N3CCCCC3)ncn2)CC1	-0.6	-0.1	-12	6
COc1ccc(C2SCCN2S(=O)(=O)c2ccc(NC(C)=O)cc2)cc1 (stereo unspecified)	2.8	0.6	14	13
COc1ccc(C(=O)OCC(=O)NC(=O)NC2CCCC2)cc1OC	-0.8	0.0	11	-2
CS(=O)(=O)N(CC(=O)N/N=C/c1ccncc1)c1ccccc1Br	-1.2	0.2	0	2
C=CCOC(=O)C1=C(C)NC(C)=C(C(=O)OCC=C)C1c1cccc(Cl)c1	1.1	0.3	4	-6
CCOC(=O)CC1CCCCN1C(=O)CCc1nnc(CCc2ccccc2)o1 (stereo unspecified)	1.7	0.0	1	4
N#CC1=C(N)C(C#N)(C#N)C(c2ccoc2)C2CN(C(=O)OCc3ccccc3)CC=C12 (stereo unspecified)	-0.2	-0.1	-2	-4
CC(=O)c1ccc(N/C(=N\S(=O)(=O)c2ccc(Cl)cc2)c2ccccc2)cc1	1.2	-0.1	-13	1
COc1cc(C2C3=C(CC(c4ccco4)CC3=O)Nc3ccccc3N2C(=O)c2ccccc2)cc(OC)c1OC (stereo unspecified)	1.8	-0.1	4	16
Cc1nn(-c2ccccc2)c(C)c1/C=N/n1c(=S)[nH]nc(C)c1=O	-0.6	-0.6	-9	2
O=C1CC(NNc2ccc([N+](=O)[O-])cc2)C(=O)N1c1ccc(Cl)c(C(F)(F)F)c1 (stereo unspecified)	1.0	1.0	-12	11
C=CCOC(=O)C1=C(C)NC(=O)NC1c1ccc(OC)cc1OC (stereo unspecified)	-0.8	0.0	5	-1
CCn1cc(C2=NOC(C(=O)Nc3cccc(C(C)=O)c3)C2)c(C)n1 (stereo unspecified)	0.0	0.1	4	-23
O=C(Nc1c(C(=O)O)oc2ccccc12)c1ccc(C(F)(F)F)cc1	-1.8	0.3	0	8
CCN(c1ccc(C)cc1)S(=O)(=O)c1nnc(NC(=O)c2ccccc2C)s1	0.8	0.3	-11	-13

The list continues.
SMILES	GPR151 activ	FBW7 act	TEAD-YAP inh	MITF primary
COc1ccccc1N1CCN(c2nc(Nc3ccc(F)cc3)c3cnn(C)c3n2)CC1	0.9	-0.1	-5	-10
COC(=O)C1=C(C)NC(=O)NC1c1ccc(O)c([N+](=O)[O-])c1 (stereo unspecified)	-2.0	-0.1	9	-1
Cc1cc(C)n(-c2n[nH]c(=O)[nH]c2=O)n1	-0.4	0.1	-7	0
CC(C)NC(=O)C(C)n1sc2ccccc2c1=O (stereo unspecified)	0.0	0.0	-5	2
CCOC(=O)C1C(=O)C=C(c2cccc(NS(C)(=O)=O)c2)CC1c1ccc(C)cc1 (stereo unspecified)	2.2	0.1	0	6
CC(=O)Nc1ccc(CN2C(=O)C(C)Oc3cc(Cl)ccc32)cc1 (stereo unspecified)	0.1	-0.2	2	3
COc1ccc(OCC(=O)NNC(=O)C2CCC2)cc1	0.4	-0.1	6	-2
CCN1CCN(C(=O)CN(c2cccc(C(C)=O)c2)S(C)(=O)=O)CC1	-1.0	0.2	2	5
CC(=O)N(CCCN1CCOCC1)Cc1ccncc1	1.5	-0.1	0	-4
COc1cccc2c1OCCCN(C(=O)CC1C(=O)NCCN1Cc1ccoc1)C2 (stereo unspecified)	-0.2	0.0	0	6
O=C(NCCSCc1ccc(Cl)cc1)c1ccc(CN2CCOCC2)cc1	0.6	0.0	10	8
Cc1ccc(NC(=S)N(CCN2CCCCC2)Cc2ccco2)cc1	-0.8	0.3	3	-3
CN(CCc1ccccc1)C(=O)c1nc2sccn2c1CNCc1ccc(Cl)s1	1.9	-0.1	-14	-8
CCN(CC)C(=O)C1CCCN(c2nc(Nc3cc(OC)c(OC)c(OC)c3)c3ncn(Cc4ccc(C(F)(F)F)cc4)c3n2)C1 (stereo unspecified)	0.5	-0.1	-2	-5
Cc1c(C(=O)Nc2ccc(F)cc2F)sc2ncnc(N3CCC(C)CC3)c12	1.4	0.0	5	3
CC(=O)c1c(-c2ccccc2)c2cc([N+](=O)[O-])ccc2n1C	-1.2	-0.1	-4	5
CCCOc1ccc(CSc2nnc(C)n2N)cc1	0.8	0.1	-8	2
COc1ccc(C)cc1S(=O)(=O)N1CCC(CO)(Cc2ccc(Cl)cc2)CC1	-0.1	-0.1	-17	-11
O=C(Cc1ccsc1)N1CCc2c([nH]c3ccccc23)C1c1ccccn1 (stereo unspecified)	1.3	-0.1	-4	7
COc1ccccc1NC1=Nc2cccc3cccc1c23	0.6	-0.1	-4	13
COc1ccc(NC(=O)Cn2ncc3c2-c2ccccc2OC3)cc1	-0.4	0.1	10	9
Cc1cc(C)cc(N2C(=O)N(c3ccccc3Cl)C3CS(=O)(=O)CC32)c1 (stereo unspecified)	0.3	0.0	-12	8
CCCCN1CCN(c2cccc(S(C)(=O)=O)c2)C1=O	1.0	-0.1	-18	-4
O=C(NCCO)/C(=C\c1ccc(Cl)cc1)NC(=O)c1ccccc1	-0.3	0.1	4	2
O=C(Nc1c2c(nn1-c1ccc(F)cc1)CS(=O)C2)c1ccc2c(c1)OCO2 (stereo unspecified)	-0.7	-0.1	-15	-3

(cont.)
SMILES	GPR151 activ	FBW7 act	TEAD-YAP inh	MITF primary
CCNS(=O)(=O)c1ccc(NC(=O)CCOCC)cc1	0.3	1.0	9	10
CC(C)Cc1nnc2sc(NC(=O)c3ccc(F)cc3)nn12	4.6	-0.2	0	-12
Cc1ccc(NC(=O)CSc2n[nH]c(Cc3ccccc3)n2)cc1	-0.7	-0.1	12	2
Cc1ccc(N2CCn3c2nc2c3c(=O)[nH]c(=O)n2C)cc1Cl	0.0	0.2	9	10
Cc1cccc(NC(=O)c2c(NC(=O)c3cccnc3)sc3c2CCCCC3)c1	-0.6	-0.1	-17	-3
O=C(Nc1nnc(-c2cccc([N+](=O)[O-])c2)s1)Nc1ccccc1F	-0.9	-0.1	12	14
CCOc1ccc(C(C)=O)cc1CN(CC)CC	0.9	0.2	7	16
Cc1cc(OCC(=O)Nc2ccc(F)c(Cl)c2)ccc1Cl	1.7	0.1	-13	-3
CCOc1cc(Nc2ccc(NC(=O)C(C)C)cc2)nc(C)n1	0.3	0.0	-13	-5
CCN(CC)C(=O)c1ccc(S(=O)(=O)Cc2ccc(C)cc2)c([N+](=O)[O-])c1	0.3	0.1	17	1
NC(=O)c1cc(-c2ccccn2)nc2ccc(Cl)cc12	-1.9	-0.1	-1	6
Cc1cc(C)n(-c2cc(N3CCN(C(=O)c4cccc(F)c4)CC3)ccc2[N+](=O)[O-])n1	-0.2	-0.1	-4	8
CCCc1cc(C(=O)Nc2c(C)nn(Cc3ccccc3C)c2C)no1	0.5	0.0	8	8
OC1CCC(Nc2nccn3c(-c4ccc(F)cc4)cnc23)CC1 (stereo unspecified)	-0.8	0.5	-6	3
COc1cc(C(=O)Oc2ccc(/C=C/c3ccccn3)cc2)cc(OC)c1OC	-5.2	0.0	9	3
CCC/C(O)=C1/C(=N)CC(C)(C)CC1=O	-1.7	0.1	13	-2
Cn1ccnc1Sc1cc(N2CCCCC2)ccc1[N+](=O)[O-]	-0.4	-0.4	-2	-11
Fc1ccccc1Cn1nnc(-c2ccccc2Cl)n1	-0.4	0.2	-40	7
CC1=C(C#N)C(c2ccc(-c3ccccc3)cc2)C2=C(CCCC2=O)N1 (stereo unspecified)	-0.1	0.0	17	15
Cc1ccc(NC(=O)c2nc(-c3ccncc3)no2)c(Br)c1	-2.2	0.6	-19	2
O=C1Nc2ccccc2O/C1=C\c1ccc(C(=O)O)cc1	-2.4	0.0	-57	4
O=C(Nc1ccc(Oc2ccccc2)cc1)c1ccc2c(=O)n(-c3ccc(F)c(Cl)c3)c(=S)[nH]c2c1	-0.7	0.1	-36	2
O=C(Nc1ccc(-c2nc3cc(Cl)ccc3o2)cc1)c1ccc(Cl)c(Cl)c1	0.0	-0.1	12	-5
NC(=O)C(Cc1ccccc1)C1=NC2(CCCC2)Cc2ccccc21 (stereo unspecified)	-0.2	-0.2	-3	7
Cn1c(=NC(=O)COc2ccccc2)sc2cc(S(C)(=O)=O)ccc21	0.1	0.2	9	52*

Carrying on:
SMILES	GPR151 activ	FBW7 act	TEAD-YAP inh	MITF primary
CCc1ccc(/C=C2\SC(=S)N(CCC(=O)N3CCN(C)CC3)C2=O)cc1	0.3	0.2	16	16
C=CCN1C(=O)/C(=C\c2ccc(OC)c(OC)c2OC)C(=O)NC1=S	0.9	-0.1	6	10
COc1ccc(C(=O)CSc2nc3ccc(Cl)cc3[nH]2)cc1OC	0.8	-0.1	10	-2
O=C(O)Cn1c(=S)[nH]c2ncccc2c1=O	-0.9	0.1	6	9
COc1ccccc1-n1c(CNC(=O)c2ccc(S(=O)(=O)N3CCOCC3)cc2)nnc1SCC(=O)N1CCCc2ccccc21	0.8	0.1	7	3
Cc1ccccc1-c1nnc2sc(NC(=O)c3cccc(F)c3)nn12	-1.0	0.0	-4	4
